From PubChem
TRPC4 act – TRPC4 (mouse) channel activation. B-score at 10 µM. HEK293 TRPC4beta/mu-opioid, Fluo4 calcium fluorescence; active compounds read high. Q9QUQ5. actives 0.49% (n = 310,000). AID 2237;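 active = B-score above 5 SD of library B-scores, and initial fluorescence ratio not above library mean plus 5 SD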;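 also: positive B-score marks a calcium rise read as TRPC4 activation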
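Assay system: HEK293 stable line with TRPC4beta plus mu-opioid receptor; schedule: 45 min room-temperature Fluo4 loading, 110 s read; technique: kinetic Fluo4 calcium fluorescence; evaluation: integrated baseline-normalised fluorescence ratio, converted to per-well B score; controls: buffer (low) and maximal DAMGO (high)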
KCNK9 inh – blocks the human KCNK9 two-pore domain potassium channel; Q9NPC2; HEK293 KCNK9, FluxOR thallium flux fluorescence; active compounds read low; B-score at 10 µM; actives 1.2% (n = 310,000);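 active = ratio B-score over 3 SD below the library mean, with starting fluorescence within 5 SD of its mean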;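 also: negative B-score means less thallium flux so channel inhibition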
PolyA inh – blocks polyadenylation in yeast reporter cells; S. cerevisiae SKY197-pL101 polyadenylation reporter, beta-gal luminescence; efflux-impaired pdr1/pdr3 knockout yeast; score 100 = 6 SD above DMSO; calls only at 12 µM; actives 0.02% (n = 300,000); AID 1875;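 active = lowest replicate activity score at least 50, where 100 means six control SD above control mean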;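 also: yeast exposed to compound for 9 h at 30 °C; higher score means more reporter readthrough which indicates perturbed polyadenylation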
hERG protect – hERG (human) protection from proarrhythmic block; Q12809; CHO-hERG, FluxOR thallium flux, dofetilide IC70 present; activation (rescue from dofetilide block), less the hit threshold, % at 10 µM; actives 0.51% (n = 310,000); AID 1511;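 active = activation above the mean of controls blocked by dofetilide plus 5 SD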;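 also: thallium influx through hERG after potassium depolarization seen as dye fluorescence rise; in these data hits start at about 4.7%; inactives centre near -7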
Target sequence (Q12809 whole entry, looked up): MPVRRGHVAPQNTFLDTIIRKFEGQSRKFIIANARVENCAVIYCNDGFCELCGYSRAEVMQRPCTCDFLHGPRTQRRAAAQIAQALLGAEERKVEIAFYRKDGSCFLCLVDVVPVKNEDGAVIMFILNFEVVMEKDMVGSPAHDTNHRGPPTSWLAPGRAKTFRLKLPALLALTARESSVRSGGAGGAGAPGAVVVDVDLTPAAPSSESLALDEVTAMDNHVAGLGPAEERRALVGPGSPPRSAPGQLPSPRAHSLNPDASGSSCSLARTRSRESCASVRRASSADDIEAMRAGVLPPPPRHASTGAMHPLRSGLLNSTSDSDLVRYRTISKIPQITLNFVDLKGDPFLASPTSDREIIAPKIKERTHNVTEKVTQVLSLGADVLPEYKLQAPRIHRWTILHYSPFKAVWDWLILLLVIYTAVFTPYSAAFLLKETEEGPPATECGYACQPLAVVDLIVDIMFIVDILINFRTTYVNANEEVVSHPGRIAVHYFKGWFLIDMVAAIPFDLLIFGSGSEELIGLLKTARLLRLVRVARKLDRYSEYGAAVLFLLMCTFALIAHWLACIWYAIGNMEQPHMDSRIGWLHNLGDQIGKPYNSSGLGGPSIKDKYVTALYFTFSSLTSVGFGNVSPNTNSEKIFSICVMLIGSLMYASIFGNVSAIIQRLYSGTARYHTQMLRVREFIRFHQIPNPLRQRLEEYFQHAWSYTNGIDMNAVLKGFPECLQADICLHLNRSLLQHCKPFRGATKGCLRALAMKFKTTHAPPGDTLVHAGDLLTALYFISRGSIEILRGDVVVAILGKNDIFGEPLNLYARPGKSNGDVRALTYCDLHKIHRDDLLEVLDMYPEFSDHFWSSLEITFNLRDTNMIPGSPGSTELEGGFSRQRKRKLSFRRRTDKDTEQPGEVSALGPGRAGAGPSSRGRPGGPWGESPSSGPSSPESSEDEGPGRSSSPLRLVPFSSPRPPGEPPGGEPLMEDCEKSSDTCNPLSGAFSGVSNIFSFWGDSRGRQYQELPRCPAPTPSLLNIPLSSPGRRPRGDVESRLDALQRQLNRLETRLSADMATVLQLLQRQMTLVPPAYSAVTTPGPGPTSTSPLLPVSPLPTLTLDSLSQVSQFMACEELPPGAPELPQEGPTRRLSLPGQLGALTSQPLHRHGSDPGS
Dyrk1A ADPGlo – blocks rat Dyrk1A kinase activity; Q63470; ADP-Glo luminescence, NFATc1 peptide; inhibition, % at 12.5 µM; actives 0.43% (n = 310,000); AID 504441; in the data active = inhibition above about 50%;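 also: plate controls were vehicle with enzyme for no effect and no enzyme for full effect; many of its hits are not listed in these tables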
KCNQ1 act – potentiates or activates the human KCNQ1 potassium channel. CHO-K1 KCNQ1, thallium flux FluxOR fluorescence; active compounds read high. P51787. B-score at 10 µM. actives 0.35% (n = 310,000);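 active = fluorescence ratio B-score, a plate-corrected score, at least three library SD, with initial intensity B-score within 5 SD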
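Assay system: CHO-K1 cells stably expressing KCNQ1; Medium: assay buffer with matched DMSO; Also added: K+/Tl+ depolarizing stimulus; Dosing: single dose; Timing: dye 90 min, compound 20 min, room temperature; Measured by: kinetic FluxOR thallium fluorescence, 10-s 1-Hz baseline, 110-s post-stimulus read; Read-out: peak-minus-minimum fluorescence over initial fluorescence, negative-control normalized, B-scored.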
TRPC4 inh – blocks the mouse TRPC4 cation channel; Q9QUQ5; HEK293 TRPC4beta/mu-opioid, DAMGO-evoked Fluo4 calcium flux; active compounds read low; B-score at 10 µM; actives 0.39% (n = 300,000); AID 2247;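 active = B-score over 3 SD under the library average, no early fluorescence shift, positive overall ratio signal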
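Assay system: HEK293 cells with stable TRPC4beta plus mu-opioid receptor expression. Dosing: single dose. Measured by: Fluo4 Ca2+ flux fluorescence. Also added: DAMGO in two steps, submaximal then maximal. Read-out: B score from integrated Fluo4 fluorescence ratio.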
KCNK3 block – human KCNK3 channel inhibition, primary screen; O14649; CHO-KCNK3 thallium flux, FluxOR fluorescence; active compounds read low; B-score at 10 µM; actives 0.84% (n = 340,000);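 active = B-score under library mean minus 4 SD, starting fluorescence ratio at most library mean plus 5 SD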;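 also: more negative B-score means stronger inhibition of thallium flux through KCNK3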
Platelet DG rel – modulates dense granule release in human platelets; human platelet-rich plasma, SFLLRN dense granule ATP release, luminescence; AID 1663; inhibition, %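 (compounds screened at 7.5 µM in platelet-rich plasma)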; actives 0.22% (n = 300,000);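 active = mean replicate score, as percent of positive control, at or above 50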
TRPC4 PAM – allosterically enhances the mouse TRPC4 cation channel; Q9QUQ5; HEK293 TRPC4beta/mu-opioid, DAMGO EC20, Fluo-4 Ca2+ flux; active compounds read high; B-score at 10 µM; actives 0.42% (n = 310,000); AID 2227;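 active = B-score of calcium response area above 5 SD of library B-scores, with initial fluorescence ratio within 5 SD of library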;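 also: B-score of integrated fluorescence ratio over time as area under calcium response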
KCNQ1 block – human KCNQ1 channel inhibition; P51787; B-score at 10 µM; actives 1.3% (n = 310,000); AID 2642; CHO-K1 KCNQ1, FluxOR thallium flux fluorescence; active compounds read high;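 active = compounds whose thallium flux B-score, printed positive for inhibition, exceeds three library SD while starting fluorescence stays within three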;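 also: channel opened by potassium depolarization with thallium stimulus after 20 min compound exposure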
The depositor's hits bear a star; i = inactive; . = not tested or not shown. Some of the compounds tested, so the mix of outcomes need not match the whole.

SMILES	TRPC4 act	KCNK9 inh	PolyA inh	hERG protect	Dyrk1A ADPGlo	KCNQ1 act	TRPC4 inh	KCNK3 block	Platelet DG rel	TRPC4 PAM	KCNQ1 block
COc1ccccc1Nc1nc(N)nc(-c2oc3ccccc3c2C)n1	i	i	i	-11	4	i	i	i	-1	i	i
O=C(O)c1ccc(NC(=O)c2ccccc2NC(=O)c2ccccc2Cl)cc1	i	i	i	-3	-1	i	i	i	-7	i	i
Cc1ccc(SC/C(O)=C(\C#N)c2nc3ccccc3s2)cc1	i	i	i	-13	5	i	i	i	-3	i	i
Cc1ccc(OCc2nnc(SCC(=O)N3C(C)CCCC3C)o2)cc1 (configuration not stated)	i	i	i	-5	-9	i	i	i	-9	i	i
CC(C)[C@@H](C(=O)NC1CC1)N1C(=O)N2CCc3c([nH]c4ccccc34)[C@@]2(C)C1=O	i	i	i	-7	-6	i	i	i	16	i	i
COc1ccc(CN2C(=O)c3cccc4cccc(c34)C2=O)cc1	i	i	i	-8	-3	i	i	i	21	i	i
COc1ccc(-n2cnc3cc(C(=O)NCC4CCCO4)ccc32)cc1 (configuration not stated)	i	i	i	-8	8	i	i	i	5	i	i
CC(C)Cc1ccc(S(=O)(=O)N2CCOCC2)cc1	i	i	i	0	.	i	i	i	2	i	i
CC(C)(C)S(=O)(=O)/C(C#N)=N/Nc1ccc(S(N)(=O)=O)cc1	i	i	i	-5	-2	i	i	i	2	i	i
OCCC1CN(Cc2cccc3nonc23)CCN1C1CCCCC1 (configuration not stated)	i	i	i	-17	-4	i	i	i	13	i	i
Cc1cc(NC(=O)COC(=O)COc2ccc(Cl)cc2C)c([N+](=O)[O-])cc1C	i	i	i	0	4	i	i	i	2	i	i
O=C(c1noc2c1CCCC2)N1CCN(c2ccccc2)CC1	i	i	i	-13	-4	i	i	i	-2	i	i
c1ccc2c(Cn3ccnc3)c[nH]c2c1	i	i	i	-4	3	i	i	i	0	i	i
COCCn1c(SCC(=O)Nc2cccc(S(N)(=O)=O)c2)nc2cc(Cl)ccc2c1=O	i	i	i	-6	1	i	i	i	0	i	i
CCCn1c(SCC(=O)Nc2nnc(C)s2)nnc1C1CC1	i	i	i	-8	-19	i	i	i	-12	i	i
Nc1nc2c(ncn2C2C[C@H](O)[C@@H](CO)O2)c(=O)[nH]1 (some centres not stated)	i	i	i	-3	-2	i	i	i	-11	i	i
COc1cccc(C(C)N(C)Cc2nc(COc3ccccc3)no2)c1 (configuration not stated)	i	i	.	-12	6	i	i	i	-2	i	i
O=C(c1cc2ccccc2o1)N1CCN(C/C=C/c2ccccc2)CC1	i	i	i	-14	2	i	i	i	-20	i	i
C[C@H](C(=O)O)c1n[nH]c(=O)c2ccccc12	i	i	i	-2	-4	i	i	i	3	i	i
C=CCn1c(SCC(C)=O)nc2sc3c(c2c1=O)CCC3	i	i	i	-4	-3	i	i	i	-2	i	i
O=C(OCn1ncc(Cl)c(Cl)c1=O)c1cccc(C(F)(F)F)c1	i	i	i	-15	3	i	i	i	-3	i	i
OC(CSc1c(Cl)cccc1Cl)CN1CCN(c2ccccc2F)CC1 (configuration not stated)	i	i	i	-26	0	i	i	i	0	i	i
O=C(COc1ccccc1)N1CCN(c2ncnc3c2cnn3-c2ccccc2)CC1	i	i	i	-16	17	i	i	i	12	i	i
COCCn1c(SCCN2CCOCC2)nc2c1c(=O)[nH]c(=O)n2C	i	i	i	-13	4	i	i	i	-1	i	i
O=C(Nc1ccccc1)Nc1ccc2nnsc2c1	i	i	i	-41	31	i	i	i	7	i	i
COc1ccc(C(=O)NCc2nnc(SCC(=O)N3CCCC3)o2)cc1OC	i	i	i	-4	1	i	i	i	4	i	i
Cc1cc(NC(=O)CSCC(=O)N(C)Cc2ccc(Cl)c(Cl)c2)no1	i	i	i	-8	-2	i	i	i	24	i	i
CCC(=O)N1CCN(c2ccc(NC(=O)c3c(F)c(F)c(OC)c(F)c3F)cc2)CC1	i	i	i	-8	4	i	i	i	1	i	i
CN(c1ccccc1)S(=O)(=O)c1ccc(C(=O)Nc2nnc(C3CC3)s2)cc1	i	i	i	-17	-4	i	i	i	0	i	i
Cc1ccc(-n2cc(CNCCn3nc(C)cc3C)c(-c3ccc(F)cc3)n2)cc1	i	i	i	-14	1	i	i	i	3	i	i
COC(=O)C1=C(C)NC(C)=C(C(=O)OC)C1c1ccc(C)o1	i	i	i	-6	2	i	i	i	-46	i	i
COc1ccc(C(CNC(=O)c2ccc(S(=O)(=O)Nc3ccccc3C)cc2)N2CCOCC2)cc1 (configuration not stated)	i	i	i	-18	1	i	i	i	11	i	i
COc1ccc(/C=C/c2cc(C(=O)O)c3ccccc3n2)cc1	i	i	i	-3	-3	i	i	i	22	i	i
O=C(Nc1ccc(F)cc1)N1CCN(C(=O)C2CCCO2)CC1 (configuration not stated)	i	i	i	-7	5	i	i	i	-13	i	i
Cc1ccc(S(=O)(=O)N2CCN(CC(=O)N/N=C/c3ccc(Br)s3)CC2)cc1	i	i	i	-8	-4	i	i	i	18	i	i
COc1ccc([C@@H]2[C@@H]3C(=O)N(C(C)(C)C)C(=O)[C@@H]3[C@]3(Cc4ccc(Cl)cc4)C(=O)N(c4cccc(C)c4)C(=O)N23)cc1	i	i	i	-7	6	i	i	i	-3	i	i
CCCNC(=O)C1CCC(CNS(=O)(=O)c2cccc3nsnc23)CC1 (configuration not stated)	i	i	i	-8	1	i	i	i	-2	i	i
Cc1cc(=O)[nH]c(SCC(=O)Nc2nnc(SCc3ccccc3)s2)n1	i	i	i	-2	-1	i	i	i	-3	i	i
COc1ccc(NC(=O)CN(C2CCCCC2)S(C)(=O)=O)cc1Cl	i	i	i	-18	0	i	i	i	0	i	i
O=C(NCCc1ccccc1)C1CCC(=O)N(Cc2cccc(C(F)(F)F)c2)C1 (configuration not stated)	i	i	i	-7	3	i	i	i	-6	i	i
COc1ccc(OCCCC(=O)NCCc2ccccc2)cc1	i	i	i	-8	.	i	i	i	-5	i	i
COc1cc(C2NC(C(=O)O)Cc3c2[nH]c2ccccc32)cc(OC)c1OC (configuration not stated)	i	i	i	-6	1	i	i	i	-1	i	i
O=C(Nc1cccc(-c2nc3cccnc3s2)c1)c1ccc(Cl)nc1	i	i	i	-4	5	i	i	i	-3	i	i
O=C(OCN1C(=O)c2ccccc2C1=O)c1cccc(OC(F)F)c1	i	i	i	-2	-3	i	i	i	6	i	i
N#CCCCSc1ncccc1-c1nc2ccccc2[nH]1	i	i	.	-9	1	i	i	i	12	i	i
Cc1ccc(-n2nc(C)c3c(C)c(CCC(=O)Nc4ccc(CN5CCCC5)cc4)c(C)nc32)cc1	i	i	i	-20	7	i	i	i	2	i	6*
Cc1ccsc1/C=C1/CN(C)Cc2c1nc1ccccc1c2C(=O)O	i	i	i	-12	-1	i	i	i	-1	i	i
C=C(C)Cn1c(CCNC(=O)c2ccco2)nc2ccccc21	i	i	i	-7	0	i	i	i	-8	i	i
O=C(NC1CCCC1)C(c1ccncc1)N(Cc1cccs1)C(=O)c1csnn1 (configuration not stated)	i	i	i	-3	16	i	i	i	-7	i	i
CSc1ccccc1C(=O)C1CCCN(C(=O)NC(C)C)C1 (configuration not stated)	i	i	i	-3	-7	i	i	i	-14	i	i
Cc1ccccc1Oc1nnc(-c2cccs2)c2ccccc12	i	i	i	-9	-2	i	i	i	-11	i	i
CCN(C(=O)COC(=O)CSc1ccc(C(N)=O)cc1[N+](=O)[O-])C1CCCCC1	i	i	i	-13	5	i	i	i	12	i	i
CCCSC1=N/C(=C\c2ccc3c(c2)OCO3)C(=O)S1	i	i	i	-2	34	i	i	i	-2	i	i
CCOC(=O)CN1C(=O)/C(=C/c2cccc(Br)c2)Oc2ccccc21	i	i	i	-6	-2	i	i	i	2	i	i
O=C(NC1CCCCC1)c1ccc(COc2ccccc2)o1	i	i	i	-12	7	i	i	i	-2	i	i
O=[N+]([O-])c1ccccc1/C=C/C=N/n1c(-c2ccc(Cl)cc2)n[nH]c1=S	i	i	i	-2	-3	i	i	i	7	i	i
COc1ccc(OCc2nnc3n2N=C(c2ccc(C)cc2)CS3)cc1	i	i	i	-5	41	i	i	i	-2	i	i
Cn1c(=O)cc(OCC(=O)NCCC2=CCCCC2)c2ccccc21	i	i	i	-8	3	i	i	i	2	i	i
COc1ccccc1NC(=S)NC1CCCCCCCCCCC1	i	i	i	-6	7	i	i	i	-10	i	i
CCOC(=O)c1cc2occc2n1Cc1ccc(F)cc1	i	-8.3*	i	-8	-6	i	i	i	0	i	i

Remaining list, next part
SMILES	TRPC4 act	KCNK9 inh	PolyA inh	hERG protect	Dyrk1A ADPGlo	KCNQ1 act	TRPC4 inh	KCNK3 block	Platelet DG rel	TRPC4 PAM	KCNQ1 block
Cc1ccc(C(=O)NCC(=O)OCC(=O)NCCc2ccccc2)s1	i	i	i	-8	0	i	i	i	-8	i	i
COC(=O)c1sc(N)c(C(=O)OC)c1COC(=O)C1CC(=O)N(Cc2ccco2)C1 (configuration not stated)	i	i	i	-16	0	i	i	i	-1	i	i
CC(=O)Nc1ccc(S(=O)(=O)NCCC(=O)OC(C)C(=O)c2ccc(C)cc2)cc1 (configuration not stated)	i	i	i	-13	1	i	i	i	-7	i	i
CC(C)CCN(C(=O)Cc1ccccc1F)c1c(N)n(Cc2ccccc2)c(=O)[nH]c1=O	i	i	i	-14	-2	i	i	i	1	i	i
O=C(c1cccc(F)c1)N1CCN(S(=O)(=O)Cc2ccccc2)CC1	i	i	i	-7	-4	i	i	i	-2	i	i

KCNQ1 block: entries above that show a hit
Structure | KCNK9 inh | PolyA inh | Dyrk1A ADPGlo | TRPC4 inh | KCNK3 block | Platelet DG rel | TRPC4 PAM | KCNQ1 block
Cc1ccc(-n2nc(C)c3c(C)c(CCC(=O)Nc4ccc(CN5CCCC5)cc4)c(C)nc32)cc1 | i | i | 7 | i | i | 2 | i | 6*
